Source: PubChem BioAssay (National Center for Advancing Translational Sciences (NCATS))
Tau FP inhib: tau fibrillization inhibition (FP); P10636; K18 P301L tau heparin fibrillization, Alexa594 FP, 6 h; Potency, µM (top dose mostly 57.7 µM), for inactives: at the top dose activity, negative = inhibition, actives largely listed as inhibitors; hit rate 0.39% among 280,000; note: nearly all actives have a fitted effect of over 55% in size
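Quantitative HTS format: compounds meet 15 uM recombinant K18 P301L tau and Alexa 594-tau tracer in 100 mM sodium acetate pH 7; 20 uM heparin triggers fibrillization at 37 C over 6 hr; FP gives the signal.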
TRb-SRC2 inh: inhibitors of human thyroid hormone receptor beta-SRC2 interaction. Potency, µM (series often up to 106 µM), without a hit: top-dose activity change, negative = inhibition, hits mostly inhibitors. TRbeta-SRC2 peptide binding, fluorescence polarization; receptor liganded with 1 µM T3. hit rate 0.065% among 280,000;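 note: plate controls were bound peptide for no effect and peptide without receptor for full effect; nearly all actives have a fitted effect of over 50% in size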
Target sequence (P10828 whole entry, looked up): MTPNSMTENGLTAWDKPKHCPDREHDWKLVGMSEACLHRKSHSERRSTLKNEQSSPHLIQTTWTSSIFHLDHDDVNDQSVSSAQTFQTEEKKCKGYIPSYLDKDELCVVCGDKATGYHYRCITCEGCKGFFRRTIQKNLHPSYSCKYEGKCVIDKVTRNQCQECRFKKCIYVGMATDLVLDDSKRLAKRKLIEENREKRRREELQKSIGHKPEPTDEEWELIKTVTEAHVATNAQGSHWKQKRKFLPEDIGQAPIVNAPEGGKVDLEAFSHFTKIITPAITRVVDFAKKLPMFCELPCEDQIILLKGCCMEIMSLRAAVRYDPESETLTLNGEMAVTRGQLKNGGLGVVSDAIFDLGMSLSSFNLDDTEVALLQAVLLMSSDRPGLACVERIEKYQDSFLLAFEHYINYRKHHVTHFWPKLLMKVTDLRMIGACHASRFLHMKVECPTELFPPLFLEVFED
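Fluorescence polarization of 20 nM Texas Red SRC2 peptide (20-aa NR interaction domain) bound to 0.6 uM human TRb ligand-binding domain, with 1 uM T3, after 5 hr at ambient temperature; inhibition seen as decreased polarization.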
Tau ThT inhib: tau fibrillization inhibition (ThT binding); Potency, µM (titrated, usually from 57.4 µM), inactives show at the highest dose activity, negative = inhibition, most hits filed as inhibitors; recombinant tau K18 P301L (four-repeat tau fragment), heparin-induced fibrillization, ThT fluorescence; hit rate 2.1% among 270,000; note: nearly all actives have a fitted effect of over 55% in size
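In this qHTS, human K18 P301L tau is incubated with compound and heparin for 6 hr at 37 C, and Thioflavin T fluorescence then reports fibril load.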
RECQ1 helicase: RECQ1 (human) helicase inhibition. P46063. RECQ1 DNA unwinding, red fluorescence kinetic read. Potency, µM (top dose mostly 57.3 µM), for the others: at the top dose activity, negative = inhibition, most hits filed as inhibitors. hit rate 0.54% among 240,000;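 note: plate controls were vehicle for no effect and no enzyme for full effect; nearly all actives have a fitted effect of over 30% in size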
Target sequence (P46063 whole entry, looked up): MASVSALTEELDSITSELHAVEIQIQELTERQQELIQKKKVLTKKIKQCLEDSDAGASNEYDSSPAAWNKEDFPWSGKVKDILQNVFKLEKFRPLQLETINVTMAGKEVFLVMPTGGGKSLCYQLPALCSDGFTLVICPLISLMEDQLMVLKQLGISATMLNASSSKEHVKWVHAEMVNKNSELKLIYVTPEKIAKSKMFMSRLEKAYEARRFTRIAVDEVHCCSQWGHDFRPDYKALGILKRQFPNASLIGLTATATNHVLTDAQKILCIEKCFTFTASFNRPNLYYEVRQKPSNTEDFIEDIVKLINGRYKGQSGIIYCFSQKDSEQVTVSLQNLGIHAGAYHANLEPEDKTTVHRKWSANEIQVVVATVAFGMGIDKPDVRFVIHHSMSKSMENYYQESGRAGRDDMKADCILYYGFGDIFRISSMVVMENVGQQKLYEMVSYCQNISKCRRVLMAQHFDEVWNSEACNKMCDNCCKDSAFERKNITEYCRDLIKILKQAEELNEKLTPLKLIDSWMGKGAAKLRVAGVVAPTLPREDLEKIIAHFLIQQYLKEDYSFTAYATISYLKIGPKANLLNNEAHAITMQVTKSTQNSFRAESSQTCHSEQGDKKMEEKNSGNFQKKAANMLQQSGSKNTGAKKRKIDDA
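RECQ1T1 50 nM; forked duplex (20 bp + 30-nt ss tails) 200 nM, ATP 2 mM final; pH 8.0, 2 mM MgCl2, 2.5 ug/ml poly(dI-dC); 15 min compound preincubation; discontinuous kinetic read over 2 h at RT.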
TR SRC2 fluor cs: counter-screen for TRb-SRC2 inhibitors: fluorescence interference; TRb/SRC2 Texas Red total fluorescence interference; Potency, µM (titrated, usually from 106 µM), for inactives: at the highest dose fluorescence change, negative = quenching; hit rate 0.29% among 280,000; AID 1479; active = well fitted curve in either direction with a large enough effect; inconclusive = small, poorly fitted or top-dose-only effect
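Human TRβ ligand-binding domain (0.6 uM) and Texas Red SRC2 peptide (20 nM) in Tris buffer with 1 uM T3 and 5% DMSO were incubated with pinned compound for 5 hr at ambient temperature. Total fluorescence was computed as S + 2P (555/632 nm).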
RGS12 GoLoco inh: inhibitors of human Gai1-RGS12 GoLoco interaction (red fluorophore); Potency, µM (highest dose often 61.6 µM), inactives show at the highest dose activity, negative = inhibition, actives largely listed as inhibitors; Gai1:RGS12 GoLoco peptide FP, rhodamine, 10 min; P63096; hit rate 0.44% among 230,000; active = well fitted inhibition curve with a large enough effect, not every such curve was filed as active; inactive = no such curve, though single readings can be large or run the other way; note: nearly all actives have a fitted effect of over 30% in size; many of its hits are not listed in these tables
L3MBTL1 inh: blocks human L3MBTL1. AlphaScreen L3MBTL1–H3K9me1 peptide binding. AID 485360. Potency, µM (series often up to 57.1 µM), for inactives: top-dose activity, negative = inhibition, usual class: inhibitors. Q9Y468. hit rate 0.66% among 230,000; note: nearly all actives have a fitted effect of over 60% in size
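L3MBTL1 (50 nM) pre-complexed 30 min with biotinylated H3(1-15)K9me1 peptide (75 nM), then compounds added for 30 min at room temperature; AlphaScreen streptavidin donor/nickel chelate acceptor beads (10 ug/mL final) read after 30 min dark incubation.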
KDM4E inh: inhibitors of human JMJD2E histone demethylase. AID 2147. JMJD2E catalytic domain, FDH-coupled NADH fluorescence (FDH is formaldehyde dehydrogenase). Potency, µM (highest dose often 57.1 µM), for the others: at the top dose activity change, negative = inhibition, actives largely listed as inhibitors. hit rate 1.6% among 230,000; active = well fitted inhibition curve with a large enough effect, not every such curve was filed as active; inconclusive = small, poorly fitted or top-dose-only effect, or another doubt; inactive = no such curve, though single readings can be large or run the other way;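 note: 0% = wells with enzyme and -100% = buffer wells without enzyme; nearly all actives have a fitted effect of over 50% in size; many of its hits are not listed in these tables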
* marks the source's active call; other numbers are inactive results; [ ] = remark or other dose. Unless noted, calls come from the whole dose curve; as a rule, active = well fitted curve in the direction sought with a large enough effect; inconclusive = small, poorly fitted or top-dose-only effect, or another doubt; inactive = no such curve, though single readings can be large; an effect the other way counts as inactive or inconclusive. Unless noted, % is set by controls: 0 for no effect and ±100 for the full control effect; potency is the fitted concentration of half-maximal effect. Only part of the results is shown (hit frequency here may not be typical).

Results for CC1(C)N=C(N)N=C(N)N1c1ccc(F)cc1F ?
Tau FP inhib: -9%; TRb-SRC2 inh: -1%; Tau ThT inhib: -7%; RECQ1 helicase: inactive; TR SRC2 fluor cs: 3%; L3MBTL1 inh: 4%; KDM4E inh: 0%

What do the screens show for `CCn1cc(CNC(=O)c2cc(-c3cc(OC)ccc3OC)nc3ccccc23)c(C)n1`?
Tau FP inhib: -4%; TRb-SRC2 inh: 0%; Tau ThT inhib: 1%; RECQ1 helicase: 0%; TR SRC2 fluor cs: 2%; RGS12 GoLoco inh: 9%; L3MBTL1 inh: 5%; KDM4E inh: -2%

What do the screens show for `COc1cc(/C=C/C(=O)N2CCC=CC2=O)cc(OC)c1OC`?
Tau FP inhib: inconclusive; TRb-SRC2 inh: -13%; Tau ThT inhib: 8.9µM*; RECQ1 helicase: -10%; TR SRC2 fluor cs: -1%; RGS12 GoLoco inh: 6%; L3MBTL1 inh: -2%; KDM4E inh: -21%

Results for CCN(CC)CCN(C(=O)c1ccc(N2C(=O)CCC2=O)cc1)c1nc2cc3c(cc2s1)OCCO3 ?
Tau FP inhib: -1%; TRb-SRC2 inh: -2%; Tau ThT inhib: -12%; RECQ1 helicase: -23%; TR SRC2 fluor cs: -1%; RGS12 GoLoco inh: -1%; KDM4E inh: 2%

What do the screens show for `COc1ccc(N2CCN(C(=O)CCc3c[nH]c4ccccc34)CC2)cc1`?
Tau FP inhib: 5%; TRb-SRC2 inh: 8%; Tau ThT inhib: -17%; RECQ1 helicase: 3%; TR SRC2 fluor cs: -1%; RGS12 GoLoco inh: 10%; L3MBTL1 inh: -12%; KDM4E inh: -1%

Results for CCc1nnc(NC(=O)c2csc3c2CCC(C)C3)s1 (stereo unspecified) ?
Tau FP inhib: 2%; TRb-SRC2 inh: 4%; Tau ThT inhib: -8%; RECQ1 helicase: -4%; TR SRC2 fluor cs: 0%; RGS12 GoLoco inh: 2%; L3MBTL1 inh: 3%; KDM4E inh: 13%

Results for COc1ccc(C2C(C(C)=O)=C(O)C(=O)N2c2cccnc2)cc1OC (stereo unspecified) ?
Tau FP inhib: -7%; TRb-SRC2 inh: -2%; Tau ThT inhib: -6%; RECQ1 helicase: -8%; TR SRC2 fluor cs: -1%; RGS12 GoLoco inh: 14%; KDM4E inh: -5%

Results for Cc1ccccc1CNC(=O)CCCn1c(=O)c2cccn2c2ccccc21 ?
Tau FP inhib: -6%; TRb-SRC2 inh: 6%; Tau ThT inhib: 2%; TR SRC2 fluor cs: 2%

What do the screens show for `CC(C)/C=N\NC(=O)CCCCC(=O)N/N=C/C(C)C`?
Tau FP inhib: -1%; TRb-SRC2 inh: -8%; Tau ThT inhib: -4%; RECQ1 helicase: -9%; TR SRC2 fluor cs: inconclusive; RGS12 GoLoco inh: -10%; L3MBTL1 inh: 2%; KDM4E inh: 27%

Results for CSc1nsc(SCC(=O)Nc2ccc(Br)cn2)n1 ?
Tau FP inhib: -1%; TRb-SRC2 inh: -15%; Tau ThT inhib: inconclusive; RECQ1 helicase: -8%; TR SRC2 fluor cs: -3%; RGS12 GoLoco inh: 20%; L3MBTL1 inh: -6%; KDM4E inh: -4%

Results for Cn1ccc2cc(S(=O)(=O)N3CCCC(C(=O)NCc4ccccc4F)C3)ccc21 (stereo unspecified) ?
Tau FP inhib: 4%; TRb-SRC2 inh: 0%; Tau ThT inhib: 5%; TR SRC2 fluor cs: -8%

Results for Cc1cccc(N(C)C(=O)c2cc(S(=O)(=O)N3CCCC3)cn2C)c1 ?
Tau FP inhib: 2%; TRb-SRC2 inh: -4%; Tau ThT inhib: -11%; TR SRC2 fluor cs: -24%; L3MBTL1 inh: 5%

Next part; the last 2 above are carried over.
Results for Cn1ccc2cc(S(=O)(=O)N3CCCC(C(=O)NCc4ccccc4F)C3)ccc21 (stereo unspecified) ?
Tau FP inhib: 4%; TRb-SRC2 inh: 0%; Tau ThT inhib: 5%; TR SRC2 fluor cs: -8%

Results for Cc1cccc(N(C)C(=O)c2cc(S(=O)(=O)N3CCCC3)cn2C)c1 ?
Tau FP inhib: 2%; TRb-SRC2 inh: -4%; Tau ThT inhib: -11%; TR SRC2 fluor cs: -24%; L3MBTL1 inh: 5%

How did O=C(Nc1cccn(Cc2ccc(F)cc2)c1=O)NC1CCCCC1 do in these assays?
Tau FP inhib: 4%; TRb-SRC2 inh: -3%; Tau ThT inhib: -5%; RECQ1 helicase: -14%; TR SRC2 fluor cs: -5%; RGS12 GoLoco inh: -8%; L3MBTL1 inh: -15%; KDM4E inh: inconclusive

How did N#C/C(=C\c1ccc(F)cc1)c1nc(-c2ccc(-c3ccccc3)cc2)cs1 do in these assays?
Tau FP inhib: 0%; TRb-SRC2 inh: -15%; Tau ThT inhib: -16%; TR SRC2 fluor cs: 1%

How did CCCn1nnc(NC(=O)c2ccc(F)cc2)n1 do in these assays?
Tau FP inhib: 3%; TRb-SRC2 inh: -4%; Tau ThT inhib: -4%; RECQ1 helicase: -1%; TR SRC2 fluor cs: -5%; RGS12 GoLoco inh: 4%; L3MBTL1 inh: -3%; KDM4E inh: -3%

Results for CC(Oc1ccc(Cl)cc1)C(=O)Nc1sccc1C(N)=O (stereo unspecified) ?
Tau FP inhib: 9%; TRb-SRC2 inh: -11%; Tau ThT inhib: -3%; RECQ1 helicase: -1%; TR SRC2 fluor cs: -1%; RGS12 GoLoco inh: 4%; KDM4E inh: 2%

Results for COc1ccc(/C=C/c2nc(C#N)c(N3CCC(C(N)=O)CC3)o2)cc1OC ?
Tau FP inhib: 2%; TRb-SRC2 inh: 1%; Tau ThT inhib: inconclusive; TR SRC2 fluor cs: -7%

Results for O=C(CN1CCOCCOCCOCC1)Nc1ccccc1 ?
Tau FP inhib: -3%; TRb-SRC2 inh: -2%; Tau ThT inhib: -11%; RECQ1 helicase: -16%; TR SRC2 fluor cs: -4%; RGS12 GoLoco inh: -2%; KDM4E inh: 1%

What do the screens show for `CC1CN(S(=O)(=O)c2cccc(-c3cn4ccccc4n3)c2)CC(C)O1` (stereo unspecified)?
Tau FP inhib: 7%; TRb-SRC2 inh: -2%; Tau ThT inhib: 12%; RECQ1 helicase: 11%; TR SRC2 fluor cs: -1%; RGS12 GoLoco inh: -10%; L3MBTL1 inh: inconclusive; KDM4E inh: -9%

What do the screens show for `CC(C)CCNC(=O)C1CCN(C(=O)N2CCOc3ccc(Cl)cc32)CC1`?
Tau FP inhib: inconclusive; TRb-SRC2 inh: -3%; Tau ThT inhib: inconclusive; TR SRC2 fluor cs: 1%

How did Cc1ccc(CNC(=O)CSCc2cccc(F)c2)cc1 do in these assays?
Tau FP inhib: 2%; TRb-SRC2 inh: -8%; Tau ThT inhib: 7%; RECQ1 helicase: -7%; TR SRC2 fluor cs: -1%; RGS12 GoLoco inh: -7%; KDM4E inh: -4%

Results for COc1ccc(N2CC(NC(=O)c3ccc(S(=O)(=O)N4CCOCC4)cc3)CC2=O)cc1 (stereo unspecified) ?
Tau FP inhib: inconclusive; TRb-SRC2 inh: 9%; Tau ThT inhib: 0%; TR SRC2 fluor cs: -1%

How did COc1ccc(C2CC(=O)C(C=NCCCN3CCOCC3)=C(O)C2)cc1 (stereo unspecified) do in these assays?
Tau FP inhib: 3%; TRb-SRC2 inh: 0%; Tau ThT inhib: -9%; RECQ1 helicase: 17%; TR SRC2 fluor cs: -7%; RGS12 GoLoco inh: -2%; L3MBTL1 inh: 0%; KDM4E inh: 2%

Results for CSc1ccc(CNC(=O)CCc2c(C)nn(-c3ccc(N4CCCC4)nn3)c2C)cc1 ?
Tau FP inhib: 2%; TRb-SRC2 inh: 3%; Tau ThT inhib: inconclusive; TR SRC2 fluor cs: -3%

How did Cc1cc([N+](=O)[O-])nn1CC(=O)NNC(=S)Nc1ccc(F)cc1 do in these assays?
Tau FP inhib: -3%; TRb-SRC2 inh: 5%; Tau ThT inhib: -6%; RECQ1 helicase: 1%; TR SRC2 fluor cs: -1%; RGS12 GoLoco inh: 7%; L3MBTL1 inh: 1%; KDM4E inh: 1%

Results for CC(=O)Nc1ccc(S(=O)(=O)/N=C2/NC(=O)/C(=C\c3ccco3)S2)cc1 ?
Tau FP inhib: -2%; TRb-SRC2 inh: 11%; Tau ThT inhib: inconclusive; RECQ1 helicase: inconclusive; TR SRC2 fluor cs: -9%; RGS12 GoLoco inh: 30%[activator]; KDM4E inh: inconclusive

Results for CCOC(=O)/C(=C\C=C\c1ccccc1)NC(=O)c1ccccc1 ?
Tau FP inhib: -1%; TRb-SRC2 inh: -15%; Tau ThT inhib: -8%; RECQ1 helicase: -18%; TR SRC2 fluor cs: -2%; RGS12 GoLoco inh: -3%; L3MBTL1 inh: -4%; KDM4E inh: inconclusive

Results for Cc1ccc(O)c(C2=NNC(O)(C(F)(F)F)C2)c1 (stereo unspecified) ?
Tau FP inhib: -2%; TRb-SRC2 inh: 1%; Tau ThT inhib: -4%; RECQ1 helicase: -7%; TR SRC2 fluor cs: -5%; RGS12 GoLoco inh: 5%; KDM4E inh: -5%

Results for COc1ccc(NC(=S)NNS(=O)(=O)c2ccc3ccccc3c2)c(OC)c1 ?
Tau FP inhib: -5%; TRb-SRC2 inh: -1%; Tau ThT inhib: inconclusive; RECQ1 helicase: inactive; TR SRC2 fluor cs: 0%; RGS12 GoLoco inh: 17%; L3MBTL1 inh: -1%; KDM4E inh: -9%

Results for CC/C(=C1/C(=O)CC(C)(C)C(C(=O)OC)C1=O)N1CCCC1 (stereo unspecified) ?
Tau FP inhib: -6%; TRb-SRC2 inh: -10%; Tau ThT inhib: -18%; RECQ1 helicase: -11%; TR SRC2 fluor cs: 1%; RGS12 GoLoco inh: 10%; L3MBTL1 inh: 1%; KDM4E inh: 3%

Results for Cc1ccc(C(=O)Nc2ccc3c(c2)OCO3)cc1S(=O)(=O)N1CCCCC1 ?
Tau FP inhib: 7%; TRb-SRC2 inh: -20%; Tau ThT inhib: -15%; RECQ1 helicase: -9%; TR SRC2 fluor cs: -3%; RGS12 GoLoco inh: -13%; L3MBTL1 inh: -4%[11.4 µM]; KDM4E inh: -12%
